Dicer inh: inhibitors of Dicer pre-microRNA processing, primary screen, biochemical, cat-ELCCA, chemiluminescence. cat-ELCCA pre-miR-21 Dicer processing; stronger effect = higher value. 6% of 47,000 active. Endoribonuclease Dicer (Homo sapiens), Q9UPY3. z-score at 25 µM; in the data active = z-score above about 3, passing the limit was not always enough;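 note: plate controls were vehicle for no effect and no enzyme for full effect; higher signal means more uncleaved substrate so more Dicer inhibition; strong numbers were not always called active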
Target sequence (Q9UPY3 whole entry, looked up): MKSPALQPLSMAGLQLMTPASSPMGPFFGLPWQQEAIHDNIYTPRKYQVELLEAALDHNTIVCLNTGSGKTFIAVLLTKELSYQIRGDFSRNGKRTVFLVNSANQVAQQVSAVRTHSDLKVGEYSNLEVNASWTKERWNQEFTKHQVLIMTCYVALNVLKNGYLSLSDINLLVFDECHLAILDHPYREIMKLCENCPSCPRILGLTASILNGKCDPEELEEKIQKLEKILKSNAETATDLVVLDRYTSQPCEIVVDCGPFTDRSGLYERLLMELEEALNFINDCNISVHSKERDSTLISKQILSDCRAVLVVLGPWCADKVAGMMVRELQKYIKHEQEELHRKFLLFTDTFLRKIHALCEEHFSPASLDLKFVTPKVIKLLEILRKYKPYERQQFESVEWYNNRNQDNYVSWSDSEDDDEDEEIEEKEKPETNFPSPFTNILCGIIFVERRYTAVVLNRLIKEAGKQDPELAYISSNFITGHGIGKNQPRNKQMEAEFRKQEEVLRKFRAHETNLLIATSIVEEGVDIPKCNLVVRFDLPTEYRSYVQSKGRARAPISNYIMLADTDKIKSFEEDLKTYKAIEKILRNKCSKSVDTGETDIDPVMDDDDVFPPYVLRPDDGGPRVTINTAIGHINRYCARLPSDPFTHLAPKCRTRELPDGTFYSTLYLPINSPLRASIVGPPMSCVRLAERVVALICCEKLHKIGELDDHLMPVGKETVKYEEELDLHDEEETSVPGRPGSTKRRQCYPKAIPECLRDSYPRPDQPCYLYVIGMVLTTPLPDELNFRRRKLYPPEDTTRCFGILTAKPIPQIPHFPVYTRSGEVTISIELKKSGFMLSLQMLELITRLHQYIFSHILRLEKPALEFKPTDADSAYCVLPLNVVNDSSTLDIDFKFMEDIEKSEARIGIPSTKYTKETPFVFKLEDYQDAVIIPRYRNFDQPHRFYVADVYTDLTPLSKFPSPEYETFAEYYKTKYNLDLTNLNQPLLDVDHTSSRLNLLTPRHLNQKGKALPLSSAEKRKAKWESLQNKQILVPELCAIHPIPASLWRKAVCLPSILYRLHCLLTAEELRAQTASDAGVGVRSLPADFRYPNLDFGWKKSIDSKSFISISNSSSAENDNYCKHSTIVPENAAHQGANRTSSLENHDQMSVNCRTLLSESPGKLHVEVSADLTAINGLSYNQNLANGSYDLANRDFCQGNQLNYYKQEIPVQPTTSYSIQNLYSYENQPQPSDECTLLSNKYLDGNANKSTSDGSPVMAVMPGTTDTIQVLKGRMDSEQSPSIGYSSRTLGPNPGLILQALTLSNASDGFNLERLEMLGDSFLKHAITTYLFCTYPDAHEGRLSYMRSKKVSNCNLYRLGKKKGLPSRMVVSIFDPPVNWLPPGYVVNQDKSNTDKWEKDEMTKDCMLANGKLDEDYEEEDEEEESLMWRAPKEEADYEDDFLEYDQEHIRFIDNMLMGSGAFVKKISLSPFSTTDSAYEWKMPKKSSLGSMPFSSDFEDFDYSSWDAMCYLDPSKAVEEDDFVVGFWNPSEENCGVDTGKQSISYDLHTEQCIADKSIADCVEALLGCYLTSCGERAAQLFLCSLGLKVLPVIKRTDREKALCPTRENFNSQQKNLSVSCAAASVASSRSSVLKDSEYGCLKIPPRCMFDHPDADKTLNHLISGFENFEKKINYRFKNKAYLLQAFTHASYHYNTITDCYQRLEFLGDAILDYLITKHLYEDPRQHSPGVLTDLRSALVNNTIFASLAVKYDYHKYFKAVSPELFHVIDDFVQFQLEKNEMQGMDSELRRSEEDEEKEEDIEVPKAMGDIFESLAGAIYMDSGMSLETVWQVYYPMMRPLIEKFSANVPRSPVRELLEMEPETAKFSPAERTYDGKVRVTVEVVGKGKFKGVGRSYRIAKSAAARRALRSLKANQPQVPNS
* hit, by the source's call. Not all compounds are listed; the hit share may differ from the screen's.

SMILES	Dicer inh
COc1cc(CO)c(CC(=O)N/N=C/C=C/c2ccccc2)cc1OC	0.47
CC1(C)C2CC[C@](C)(C2)C1NC(=O)C1CCCCC1 (some centres not stated)	0.07
Cn1c(=O)[nH]c(=O)c2[nH]c(NCCCN3CCOCC3)nc21	1.9
CN1c2ccccc2C(=O)NC1c1cc(Br)cs1 (configuration not stated)	-2.1
Cc1cc(C)c(C#N)c(SCC(=O)c2ccc(O)c(O)c2)n1	1.8
O=C(O)c1ccc(NS(=O)(=O)c2ccc3c4c(cccc24)C(=O)N3)cc1	-0.09
CCN(CC)CCn1c(NCc2ccc(Br)cc2)nc2ccccc21	2.9
O=S(=O)(Nc1ccccc1N1CCCCC1)c1ccc(C(F)(F)F)cc1	3.3*
CC(Nc1n[nH]c(=O)[nH]c1=O)C(=O)O (configuration not stated)	1.8
Cc1cccc(NC(=O)Nc2cccc(Cl)c2)n1	0.6
FC(F)(F)c1cc(Cl)c2nc(-c3n[nH]c(=S)o3)cn2c1	0.12
CCCCCc1ccc(/C=C/C(=O)Nc2cc(Cl)ccc2C(=O)O)cc1	-3.5
Cc1ccn2c(=O)c(NC(=O)c3ccccc3)cnc2c1	-0.05
Cc1oc(-c2ccccc2Cl)cc1-c1nn2c(-c3ccco3)nnc2s1	-0.25
O=C(CC1(O)C(=O)Nc2ccccc21)c1ccccc1O (configuration not stated)	1.1
Cc1nc(-c2ccccn2)[nH]c(=O)c1Cc1c(Cl)cccc1Cl	-0.71
C=CCOc1ccc2c(=O)c(Oc3ccccc3Cl)coc2c1	-0.84
CCCCCCCc1ccc(C(=O)NC(=S)NCc2ccco2)cc1	-3.5
O=C(O)CSc1ccc2c3c(cccc13)C(=O)c1ccccc1-2	0.19
CC(C)(CC(=O)O)CC(=O)NNc1ccc(S(N)(=O)=O)cc1	0.79
COc1ccc(C=C2C(=O)N(c3ccccc3)C(=O)N(c3ccccc3)C2=O)cc1	-0.45
O=C(CSc1n[nH]c(-c2ccccc2)n1)c1ccc(Br)cc1	-2.4
CC(C)(C)S(=O)(=O)c1ccc(C(=O)O)s1	-0.59
O=c1[nH]cnc2scc(-c3cccs3)c12	-1.5
CCOc1ccc(N2CCCCn3c2nc2c3c(=O)n(CC(C)C)c(=O)n2C)cc1	-1.6
Cc1ccc(-c2nc(NC(=O)c3ccccc3)sc2C)cc1Cl	0.94
Nc1c(C(=O)c2ccccc2)oc2nc3c(c(-c4ccco4)c12)CCc1ccccc1-3	-0.6
C=CCSc1ncc(-c2ccc(Cl)cc2)[nH]1	0.68
Cc1cc(O)cc2occ(-c3cnn(-c4ccccc4)c3)c(=O)c12	0.03
CCOc1ccc(S(=O)(=O)Nc2c(C)n(C)n(-c3ccccc3)c2=O)cc1	0.71
Cc1cc(C)n(NC(=S)NC2CCCCCC2)c(=O)c1C#N	-1.6
O=c1ccn(-c2ccc(F)cc2)nc1-c1ccn[nH]1	0.75
CC12CCC3c4ccc(N)cc4CCC3C1CCC2=O (configuration not stated)	2.3
Cn1cc(/C=C/c2nc3ccccc3c(=O)n2Cc2ccccc2)c2ccccc21	2.9
O=C(CCSc1ccccn1)c1ccc(Cl)cc1	-0.24
CC(C)(C)c1nc(S(=O)(=O)c2ccccc2)c(N2CCOCC2)o1	-0.82
O=C(CC1(O)C(=O)N(Cc2ccc(Cl)cc2)c2ccccc21)c1ccc2c(c1)OCCO2 (configuration not stated)	-0.79
CC(C)C1Oc2ccc(Cl)cc2C2CC(c3ccccc3O)=NN21 (configuration not stated)	-0.15
COC(=O)C(Cc1ccccc1)NC(C)=O (configuration not stated)	-1.5
CCOc1ccc(Br)cc1C1C(C(=O)OC(C)C)=C(C)Nc2nnnn21 (configuration not stated)	-1.1

Overlap with the part before: 4 entries, then new ones.
SMILES	Dicer inh
O=C(CC1(O)C(=O)N(Cc2ccc(Cl)cc2)c2ccccc21)c1ccc2c(c1)OCCO2 (configuration not stated)	-0.79
CC(C)C1Oc2ccc(Cl)cc2C2CC(c3ccccc3O)=NN21 (configuration not stated)	-0.15
COC(=O)C(Cc1ccccc1)NC(C)=O (configuration not stated)	-1.5
CCOc1ccc(Br)cc1C1C(C(=O)OC(C)C)=C(C)Nc2nnnn21 (configuration not stated)	-1.1
CN(C)S(=O)(=O)N(CC(=O)Nc1ccc(F)c(F)c1)c1ccccc1	4.3*
Cc1ccc(S(=O)(=O)Nc2cc(C(C)C)c(O)c(Cl)c2C)cc1	3.2*
C=CCN/C(SC)=C(\C#N)S(=O)(=O)c1ccc(Cl)cc1	-4.3
Cn1c(=O)c2c3nc4cc(Cl)ccc4cc3c(=O)n(-c3ccccc3)c2n(C)c1=O	-0.62
COC(=O)C1=C(C(=O)OC)SC(=C2C(=S)C(C)(C)N(C(=O)C(C)C)c3ccc(C)cc32)S1	1.4
Cc1cc(S(=O)(=O)NN)c(C)cc1Cl	-2.7
COC(=O)c1ccc([N+](=O)[O-])c(Oc2ccc(Cl)cc2Cl)c1	0.92
CS(=O)(=O)Nc1ccc2c(c1)OCCO2	-0.44
O=c1oc(-c2cccs2)nc2cccc(F)c12	-0.69
CCCCCOC(=O)CSc1nc(N)c2c3c(sc2n1)COC(C)(C)C3	-0.08
CCc1cc2c3c(c1)C(C)=CC(C)(C)N3C(=O)C2=O	1.3
COC(=O)C1=C(C)NC2=C(C(=O)CC(C)(C)C2)C1c1ccccn1 (configuration not stated)	0.16
CCCOc1ccc(C2N=C(N)Nc3nc4ccccc4n32)cc1 (configuration not stated)	-0.68
Cn1cnc([N+](=O)[O-])c1NC1Cc2ccccc2C1	-0.87
CCOC(=O)C1CCN(C(=O)c2cccs2)CC1	0.41
Cc1cccc(C)c1-n1nnnc1SCc1cc(F)cc(F)c1	-0.09
Cc1sc(NC(=O)c2ccc(C(C)(C)C)cc2)c(C#N)c1C	2.6
CSc1nc(C)nc(N/C=C(\C#N)C(=O)C2CC2)n1	0.04
Cc1ccc(-c2oc3ccc(C)cc3c(=O)c2O)cc1	-2.2
COC(=O)/C(C#N)=C/c1ccc(SC)s1	0.9

Part of the list above, as labelled records:
O=C(CCSc1ccccn1)c1ccc(Cl)cc1
  Dicer inh = -0.24
CCOc1ccc(S(=O)(=O)Nc2c(C)n(C)n(-c3ccccc3)c2=O)cc1
  Dicer inh = 0.71
C=CCSc1ncc(-c2ccc(Cl)cc2)[nH]1
  Dicer inh = 0.68
Cn1cnc([N+](=O)[O-])c1NC1Cc2ccccc2C1
  Dicer inh = -0.87

Later entries
SMILES	Dicer inh
FC(F)(F)c1cccc(Nc2nnc(-c3cccnc3)s2)c1	-0.53
O=C(CC1CC(=O)Oc2ccccc21)Nc1nc2ccccc2s1 (configuration not stated)	-0.86
OCC(O)Cn1c(SCCOc2ccc(Cl)cc2)nc2ccccc21 (configuration not stated)	1.6
CC(C)(C)c1ccc2c(c1)CN(c1ccc(F)cc1)CO2	6.3*
Cc1ccc(C(=O)CSc2n[nH]c(-c3ccncc3)n2)cc1	-0.44
N#CCCn1nc(-c2ccccc2)cc1NC(=O)NC(=O)c1c(F)cccc1Cl	1.4
CSc1nnc(-c2cccc([N+](=O)[O-])c2)o1	-0.34
O=[N+]([O-])c1ccc(Oc2c(Cl)cc(S(=O)(=O)N3CCCCC3)cc2Cl)cc1	-0.66
COC(=O)C1=C(C)NC2=C(C(=O)CC(c3ccc(OC)c(OC)c3)C2)C1c1ccc(OC)cc1OC (configuration not stated)	2.9
COc1cccc(C2C(C(=O)OC3CCCC3)=C(C)NC3=C2C(=O)CC(c2ccccc2)C3)c1OC (configuration not stated)	-0.47

Three records picked at random from the list so far, as already listed:
SMILES	Dicer inh
Cn1c(=O)c2c3nc4cc(Cl)ccc4cc3c(=O)n(-c3ccccc3)c2n(C)c1=O	-0.62
Cc1cc(O)cc2occ(-c3cnn(-c4ccccc4)c3)c(=O)c12	0.03
O=C(CC1(O)C(=O)N(Cc2ccc(Cl)cc2)c2ccccc21)c1ccc2c(c1)OCCO2 (configuration not stated)	-0.79

Next part.
SMILES	Dicer inh
O=S(=O)(NC1CCN(Cc2ccccc2)CC1)c1ccc(Cl)cc1	-0.03
COC(=O)c1c(NC(=O)CCCC(=O)O)sc2c1CCC(C(C)(C)C)C2 (configuration not stated)	-0.09
C/C(=N\O)c1nnn(-c2cc(C(F)(F)F)ccc2Cl)c1C	-0.4
COC(=O)c1cc2c(N)c(C(=O)c3cccc(C(F)(F)F)c3)sc2nc1C(OC)OC	-0.51
CN(C)CCNS(=O)(=O)c1ccc2[nH]c(=O)[nH]c2c1	0.56
CCCCc1nc2oc(C(=O)c3ccccc3)c(N)c2c2c1COC(C)(C)C2	1.8
c1ccc(-c2nnc(N3CCOCC3)nc2-c2ccccc2)cc1	1.9
CC1CC(=O)c2cnc(Nc3nc(-c4ccccc4)c4ccccc4n3)nc2C1 (configuration not stated)	1.7
COC(=O)C1=C2C(=O)NCCN2C(C(=O)Nc2ccc(Cl)cc2)CC1=O (configuration not stated)	-0.49
COc1ccc(CCNC2=NCCS2)cc1OC	1.5
CCOC(=O)COc1ccc2oc(C)c(C(=O)OCCOC)c2c1	1.9
CCCc1noc(-c2ccc(OC)c(OC)c2)n1	-0.64
CC(C)N1CCN(c2ncnc3scc(-c4ccccc4)c23)CC1	-1.6
CC(C)(C)c1nc(Sc2ccc(C(F)(F)F)cc2[N+](=O)[O-])n[nH]1	-0.31
NC(=O)c1ccc(/C(N)=N/S(=O)(=O)c2cc(C(F)(F)F)cc(C(F)(F)F)c2)cc1	1.1
COc1ccc(OC(=O)N2CCOCC2)cc1	5*
Cc1oc2c(F)c(F)c(F)c(F)c2c1C(=O)Nc1ccc(Cl)cc1	0.56
CCN(CC)C(=O)c1ccc(O)c(OC)c1	-0.14
O=C(Nc1cccc(C(F)(F)F)c1)Nc1cnn2c(C(F)(F)F)cc(C(F)(F)F)nc12	-0.2
CCSc1ncccc1C(=O)NC(CCSC)C(=O)O (configuration not stated)	-2.2
Cc1c(C)c(C)c(CS/C(N)=N/N)c(C)c1C	-1.9
CCOC(=O)Nc1ccc2c(c1)N(C(=O)NC)c1ccccc1CC2	3.5*
CC(C)(C)NC(=O)C(=O)NC(=O)c1c(F)cccc1Cl	1.8
CCOc1cc(-c2cc(=O)c3ccccc3o2)ccc1O	-0.81
Cc1onc(-c2c(Cl)cccc2Cl)c1NC(=O)NNc1cc(Cl)ccc1Cl	-0.25
CC1(C)CC(=O)C2=C(C1)Nc1ncnn1C2c1ccc(O)cc1 (configuration not stated)	0.37
Cn1cc(Cl)c(/C(N)=N/OC(=O)c2ccccc2C(F)(F)F)n1	-0.6
c1ccc(-c2nn3c4cc(N5CCOCC5)ccc4nc3c3ccccc23)cc1	6.1*
N#C/C(=C\c1ccc(Cl)cc1Cl)C(=O)O	0.88
Cc1nc2ccccc2n1C1CC(=O)N(c2ccccc2)C1=O (configuration not stated)	0.3
Cc1cc(C)c2c(=O)n(C(=O)c3ccc(Cl)cc3)sc2n1	1.7
CC(=O)c1sc2sc(C#N)c(C)c2c1C	-0.35
Cc1cccc(OCc2nc(C#N)c(NC(C)c3ccccc3)o2)c1 (configuration not stated)	0.75
O=S(=O)(O)c1cccc2cccc(Cl)c12	-0.45
O=C1NC(C2CC=CCC2)Nc2ccccc21 (configuration not stated)	-0.33
O=C(CC1(O)C(=O)N(Cc2ccc(Cl)cc2)c2ccccc21)c1cccs1 (configuration not stated)	0.52
CC(C)C(=O)N1c2ccccc2NC2=C(C(=O)CC(C)(C)C2)C1c1cccc(F)c1 (configuration not stated)	-0.74
Cc1nnc(Sc2nc([N+](=O)[O-])nn2C)s1	-0.36
Cn1c2c(c(=O)n3ncnc13)CCCC2	0.5
CC(C)(C)C(=O)NNC(=O)c1cc(C(C)(C)C)nn1Cc1ccccc1	0.1
Cc1ccc(NS(=O)(=O)c2cccs2)cc1	0.16
CC(C)(C)c1cc(Cl)c(OS(=O)(=O)c2ccc(Cl)cc2)c(Br)c1	-1.3
Cc1cc(C)c2c(c1C(=O)Nc1cccc(C(F)(F)F)c1)CC(C)(C)C2=O	-0.63
O=C(Cn1nc(C(F)(F)F)c2c1CCC2)Nc1cccc(Cl)c1	-0.44
O=C(/C=C(\C(=O)c1ccccc1)c1ccccc1)c1ccc(Cl)cc1	-0.08
Fc1cc(Cl)ccc1CSc1nc2ncc(Br)cc2[nH]1	0.09
COC(=O)C1=C(C)NC2=C(C(=O)CCC2)C1c1ccc(OC(C)=O)cc1 (configuration not stated)	-0.26
CC(=O)CSc1nnc(-c2sc3nc(C)cc(C)c3c2N)n1Cc1ccccc1	-0.17
CC12CCC(C1)C(C)(C)C2NC(=O)C1CCC1 (configuration not stated)	0.41
COC(=O)c1c(C)[nH]c(C)c1-c1ccno1	-0.49

Continued:
SMILES	Dicer inh
CCc1ccc(Nc2nc(=O)[nH]nc2C)cc1	0.31
c1ccc(CCNCCN2CCOCC2)cc1	1.3
COc1cc(S(=O)(=O)NCc2ccc3c(c2)OCO3)c(OC)cc1Br	0.65
CN(Cc1ccccc1)S(=O)(=O)c1ccc(N2CCOCC2)nc1	-1.8
FC(F)(F)c1cc(-c2ccc(Br)cc2)n[nH]1	1.4
Cc1oc(-c2cccs2)cc1C(=O)NCCNc1nccc(C(F)(F)F)n1	24
CSC(C)c1ccn(S(=O)(=O)c2ccc(Cl)cc2)n1 (configuration not stated)	13
COc1ccc(C2Nc3ccccc3C(=O)N2Cc2ccccc2)cc1Cn1cc([N+](=O)[O-])cn1 (configuration not stated)	1.1
O=S(=O)(c1ccc(-c2cc(C(F)(F)F)on2)s1)N1CCC(O)CC1	-1.8
CC(C)[C@H]1COC(c2cccc(C3=N[C@@H](C(C)C)CO3)n2)=N1	1.7
CCC1=C(C)CN(C(=O)NCCc2ccc(S(=O)(=O)NC(=O)NC3CCC(C)CC3)cc2)C1=O (configuration not stated)	0.65
CCN(CC)c1c([N+](=O)[O-])c(=O)sc2ccccc12	-1.2
Cc1oc2ccccc2c2nn(C)c(=O)c1-2	-0.06
CCOC(=O)C(=CNc1sc(CC)cc1C(=O)OCC)C(=O)OCC	-0.52
CCCCCCOc1ccc(NS(=O)(=O)c2ccc(OC)cc2)cc1	0.87
